ASM inhibitor = Inhibitors of Secretory Acid Sphingomyelinase (S-ASM): qHTS; placental ASM, HMU-PC fluorogenic substrate, 60 min; Potency, µM (series often up to 57.5 µM), without a hit: top-dose activity change, negative = inhibition, actives largely listed as inhibitors; 340,000 compounds, 0.006% hits; Sphingomyelin phosphodiesterase (Homo sapiens), P17405; also: potency is read from the fitted curve at half-maximal effect
Target sequence (P17405 47-631 limits assumed): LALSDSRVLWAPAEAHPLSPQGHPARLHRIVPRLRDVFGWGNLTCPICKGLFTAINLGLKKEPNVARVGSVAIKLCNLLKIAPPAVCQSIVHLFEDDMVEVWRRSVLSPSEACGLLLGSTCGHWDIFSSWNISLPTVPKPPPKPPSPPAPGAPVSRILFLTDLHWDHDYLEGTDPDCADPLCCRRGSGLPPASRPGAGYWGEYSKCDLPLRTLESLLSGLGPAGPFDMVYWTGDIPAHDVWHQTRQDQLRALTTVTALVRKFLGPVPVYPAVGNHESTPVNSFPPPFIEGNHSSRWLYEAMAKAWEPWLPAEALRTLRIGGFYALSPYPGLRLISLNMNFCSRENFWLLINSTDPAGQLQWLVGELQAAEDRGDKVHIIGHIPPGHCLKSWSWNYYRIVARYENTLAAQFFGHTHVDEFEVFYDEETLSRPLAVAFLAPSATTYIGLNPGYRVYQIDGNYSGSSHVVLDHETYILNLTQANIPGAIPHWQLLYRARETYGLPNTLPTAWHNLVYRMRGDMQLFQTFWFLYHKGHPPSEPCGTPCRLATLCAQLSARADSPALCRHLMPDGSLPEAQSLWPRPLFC
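Fluorescence read-out (Ex 386 nm, Em 447 nm) after stopping the reaction at pH 10. Enzyme: ASM from human placenta; substrate HMU-PC0, 9 uM final; 60 min, 37 °C. Compound preincubation 10 min, ambient temperature.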
PTAP TSG101 blk = qHTS Assay for Iinhibitors of HIV-1 Budding by Blocking the Interaction of PTAP/TSG101. Tumor susceptibility gene 101 protein (Homo sapiens), Q99816. Fluorescence polarization, FITC-PTAP peptide / Tsg101 binding. Potency, µM (highest dose often 115 µM), without a hit: top-dose activity change, negative = inhibition, actives largely listed as inhibitors. 340,000 tested, under 10 active; active = well fitted inhibition curve with a large enough effect in the main read-out, with a control signal flat, not every such curve was filed as active; inconclusive = small, poorly fitted or top-dose-only effect, or effect the other way, or a change in a side signal; inactive = no such curve, though single readings can be large or run the other way; also: potency is read from the fitted curve at half-maximal effect; % of control where 0% means no effect
Target sequence (Q99816 whole entry, looked up): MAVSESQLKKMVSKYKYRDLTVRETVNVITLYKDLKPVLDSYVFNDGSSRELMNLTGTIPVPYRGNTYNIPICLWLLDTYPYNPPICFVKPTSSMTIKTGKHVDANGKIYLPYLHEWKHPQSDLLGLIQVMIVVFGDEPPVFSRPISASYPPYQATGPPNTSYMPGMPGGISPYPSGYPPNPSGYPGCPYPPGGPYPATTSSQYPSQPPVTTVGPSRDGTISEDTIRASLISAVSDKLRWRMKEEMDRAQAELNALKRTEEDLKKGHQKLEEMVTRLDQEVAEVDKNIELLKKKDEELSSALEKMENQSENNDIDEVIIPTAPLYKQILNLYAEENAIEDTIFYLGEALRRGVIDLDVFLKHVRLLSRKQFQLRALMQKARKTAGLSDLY
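Compounds were pin-transferred onto Tsg101 binding domain (10 uM final) in HEPES pH 7.5 buffer, then FITC-PTAP peptide was added at 50 nM final. After 20 min at RT, polarization reported peptide displacement across a qHTS concentration series.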
Integrin act MD = qHTS for Activators of Integrin-Mediated Alleviation for Muscular Dystrophy | alpha7betagal myoblasts, beta-gal FDG fluorescence, 48 h | Potency, µM (top dose mostly 38.3 µM), for the others: at the highest dose activation, actives largely listed as activators | 350,000 compounds, 0.064% hits;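 also: potency is read from the fitted curve at half-maximal effect; 100% = response of the positive control SU9516; nearly all actives have a fitted effect of over 60% in size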
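Alpha7betagal+/- myoblasts (passage 13) were plated 16-24 hr, then exposed to compounds (1:260 dilution of DMSO stock) for 48 hours at 37C. After MPER lysis, β-galactosidase reporter activity was read as FDG fluorescence (ex 480/em 540) after 30 minutes.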
TCR activator = Activators of T cell receptors: qHTS campaign; primary human leukocytes, anti-CD3, IL-2 HTRF, 48 h; Potency, µM (series often up to 9.22 µM), without a hit: at the top dose activation of IL-2 secretion, actives largely listed as activators; 330,000 tested, under 10 active; also: % of control where 0% means no effect
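1) Mix primary human leukocytes, a-CD3 beads and compound. 2) Incubate 48 hr. 3) Add HTRF IL-2 reagents (a-IL-2-K, a-IL-2-d2).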
Numbers without * were called inactive; [ ] = remark or other dose. Unless noted, calls follow the shape of the dose curve; as a rule, active = well fitted curve in the direction sought with a large enough effect; inconclusive = small, poorly fitted or top-dose-only effect, or another doubt; inactive = no such curve, though single readings can be large; an effect the other way counts as inactive or inconclusive.

COc1ccc(/C=C/c2c(-c3cccc(C)c3)oc3ccc(N4CCOCC4)cc23)cc1 was read as ASM inhibitor 143%[activator], PTAP TSG101 blk 2%, Integrin act MD 0% and TCR activator -4%.
CC(=O)CSc1nc(CCc2ccccc2)c(C#N)c(=O)[nH]1 was read as ASM inhibitor -2%, PTAP TSG101 blk 0%, Integrin act MD 27% and TCR activator -2%.
COc1ncnc2c1ncn2CC1COC(C)(C)O1 (centres undefined) was read as ASM inhibitor 5%, PTAP TSG101 blk -2%, Integrin act MD 20% and TCR activator 6%.
Screening COc1cc2c(cc1OC)C(Cc1ccccc1[N+](=O)[O-])=NCC2 returned ASM inhibitor 3%, PTAP TSG101 blk -3%, Integrin act MD -23% and TCR activator 5%.
Screening CN(C)C(=S)N=c1ssc(=S)n1Cc1cccnc1 returned ASM inhibitor -9%, PTAP TSG101 blk -2%, Integrin act MD -52%[inhibitor] and TCR activator -3%.
Screening CN(C(=O)c1cccc(NC(=O)Cc2ccc(NC(=O)C3CCN(C(=O)c4ccccc4)CC3)cc2)c1)C1CCC1 returned ASM inhibitor 4%, PTAP TSG101 blk 2%, Integrin act MD 16% and TCR activator 6%.
COc1ccccc1N1CCN(C2CCCN(C(=O)c3ccsc3)C2)CC1 (centres undefined) was read as ASM inhibitor 0%, PTAP TSG101 blk -3%, Integrin act MD 11% and TCR activator -9%.
For CCOC(=O)C1=C(C)N(CCCC(=O)O)C(=O)NC1c1ccccc1OS(=O)(=O)c1ccccc1[N+](=O)[O-] (centres undefined) the results were ASM inhibitor 1%, PTAP TSG101 blk -4%, Integrin act MD 15% and TCR activator -1%.
For c1cc(CNCCNCc2ccncc2)ccn1 the results were ASM inhibitor 2%, PTAP TSG101 blk -11%, Integrin act MD -18% and TCR activator -30%.
For COc1cc(-c2cc(O)c(-c3ccc4ccccc4n3)c(=O)[nH]2)cc(OC)c1OC the results were ASM inhibitor 50%[activator], PTAP TSG101 blk 24%, Integrin act MD -17% and TCR activator -1%.
O=C(CN(C(=O)c1ccccc1)C(=O)c1ccccc1)OCc1ccccc1 was read as ASM inhibitor -1%, PTAP TSG101 blk 1%, Integrin act MD -11% and TCR activator -5%.
`CC(=O)Nc1cc2c3c(cccc3c1)-c1ccccc1-2` gave ASM inhibitor inactive, PTAP TSG101 blk -2%, Integrin act MD 16% and TCR activator -7%.
For COC(=O)C1=C[C@@H](C(=O)OC)[C@@H]2C3=C(C(=O)[C@@]2(C)NC(=O)c2ccccc2)[C@H](C)C(C(=O)OC)=C(C(=O)OC)[C@@H]3C1 the results were ASM inhibitor 4%, PTAP TSG101 blk 0%, Integrin act MD 0% and TCR activator -3%.
COc1ccc(NC(=O)CN(C)C(=O)c2ccc(C)c(S(=O)(=O)N3CCCCC3)c2)cc1 was read as ASM inhibitor 0%, PTAP TSG101 blk -3%, Integrin act MD 0% and TCR activator -3%.
`Cc1ccc(OCC(=O)O)c(O)c1` gave ASM inhibitor 1%, PTAP TSG101 blk -2%, Integrin act MD 10% and TCR activator -3%.
`COC(=O)C1=CO[C@@H](O[C@@H]2OC(CO)[C@@H](O)[C@@H](O)[C@@H]2O)C2C1CC[C@]2(C)O` (some centres undefined) gave ASM inhibitor 4%, PTAP TSG101 blk 0%, Integrin act MD 8% and TCR activator 0%.
O=C(CN1C(=O)CCC1=O)Nc1nc2c(F)cc(F)cc2s1 was read as ASM inhibitor -1%, PTAP TSG101 blk -3%, Integrin act MD -9% and TCR activator 8%.
`Cc1ccc(O)c(CN(C)Cc2cc(C)ccc2O)c1` gave ASM inhibitor -3%, PTAP TSG101 blk 0%, Integrin act MD -11% and TCR activator 6%.
COc1cccc(N2[C@@H](CC(=O)O)c3cc(C(F)(F)F)ccc3S2(=O)=O)c1 was read as ASM inhibitor 8%, PTAP TSG101 blk -1%, Integrin act MD 20% and TCR activator 2%.
Screening O=CNC1(c2ccccc2)CCCCC1 returned ASM inhibitor 6%, PTAP TSG101 blk -1%, Integrin act MD 19% and TCR activator -2%.
O=C1NC(=O)C2(CCCCCCC2)N1 was read as ASM inhibitor 0%, PTAP TSG101 blk 0%, Integrin act MD -7% and TCR activator 3%.
For COc1ccc(N2CCN(C(=O)C(Cc3ccccc3)NC(=O)c3ccccc3)CC2)cc1 (centres undefined) the results were ASM inhibitor -6%, PTAP TSG101 blk 1%, Integrin act MD 7% and TCR activator 2%.
`NS(=O)(=O)c1cnccc1NCCc1ccccc1` gave ASM inhibitor -1%, PTAP TSG101 blk -9%, Integrin act MD 13% and TCR activator 5%.
Screening CCN(CC)C1Oc2cc3c(cc2C(c2cc(OC)c(O)c(OC)c2)C1C)OCO3 (centres undefined) returned ASM inhibitor 0%, PTAP TSG101 blk -3%, Integrin act MD -20% and TCR activator -6%.

Part of the list above in order of molecular weight, lowest first.
`Cc1ccc(O)c(CN(C)Cc2cc(C)ccc2O)c1` gave ASM inhibitor -3%, PTAP TSG101 blk 0%, Integrin act MD -11% and TCR activator 6%.
`COC(=O)C1=CO[C@@H](O[C@@H]2OC(CO)[C@@H](O)[C@@H](O)[C@@H]2O)C2C1CC[C@]2(C)O` (some centres undefined) gave ASM inhibitor 4%, PTAP TSG101 blk 0%, Integrin act MD 8% and TCR activator 0%.
COc1ccc(/C=C/c2c(-c3cccc(C)c3)oc3ccc(N4CCOCC4)cc23)cc1 was read as ASM inhibitor 143%[activator], PTAP TSG101 blk 2%, Integrin act MD 0% and TCR activator -4%.

New compounds follow:
Screening COCCN(C(=O)c1ccc2c(c1)C(=O)N(c1ccccc1Cl)C2=O)c1c(N)n(CC(C)C)c(=O)[nH]c1=O returned ASM inhibitor 2%, PTAP TSG101 blk -3%, Integrin act MD -3% and TCR activator -1%.
Screening N#C/C(=C/c1ccc(-c2cccc([N+](=O)[O-])c2)o1)C(=O)Nc1nc(-c2cccs2)cs1 returned ASM inhibitor -4%, PTAP TSG101 blk -7%, Integrin act MD 3% and TCR activator 0%.
COc1ccc(/C=C/C(=O)c2cc(F)ccc2OC(=O)c2ccccc2)cc1OC was read as ASM inhibitor 22%, PTAP TSG101 blk -3%, Integrin act MD -21% and TCR activator -7%.
For O=[N+]([O-])c1ccc(COc2ccccc2CN2CCOCC2)cc1 the results were ASM inhibitor 0%, PTAP TSG101 blk 0%, Integrin act MD 0% and TCR activator -6%.
Screening NCC1CCN(c2nc3ccccc3c3c2CCCC3)CC1 returned ASM inhibitor 3%, PTAP TSG101 blk 0%, Integrin act MD -56%[inhibitor] and TCR activator 9%.
`COc1ccc2c(c1)[C@H]1[C@H](CO2)[C@H](c2ccccc2)[C@@]2(C)C(=O)N[C@H](C)C(=O)N12` gave ASM inhibitor 5%, PTAP TSG101 blk 1%, Integrin act MD 12% and TCR activator 0%.
Screening CCOC(=O)CSCc1csc(CC(=O)Nc2ccccc2C)n1 returned ASM inhibitor -3%, PTAP TSG101 blk -4%, Integrin act MD 23% and TCR activator -5%.
For Cc1cc(C)c(C=NNc2nc3c([nH]2)c(=O)n(C)c(=O)n3C)c(C)c1 the results were ASM inhibitor 6%, PTAP TSG101 blk 0%, Integrin act MD 33% and TCR activator -2%.
`O=C(O)c1cc(=O)[nH]c2ccccc12` gave ASM inhibitor -1%, PTAP TSG101 blk 2%, Integrin act MD 11% and TCR activator 4%.
`CCCN(CC(=O)Nc1ccccc1OC)C(=O)c1ccc(S(=O)(=O)Nc2ccccc2OC)cc1` gave ASM inhibitor -2%, PTAP TSG101 blk -5%, Integrin act MD inconclusive and TCR activator 0%.
For C/C(=C\CNc1ncnc2nc[nH]c12)CO the results were ASM inhibitor -3%, PTAP TSG101 blk -9%, Integrin act MD 23% and TCR activator 0%.
`O=C1CSC(=S)N1Nc1ccccc1` gave ASM inhibitor -2%, PTAP TSG101 blk -2%, Integrin act MD 10% and TCR activator 1%.
`Nc1[nH]c(=O)nc2snnc12` gave ASM inhibitor 3%, PTAP TSG101 blk -2%, Integrin act MD 9% and TCR activator -1%.
`CC(C)(C)C(=O)NCCc1nc(-c2ccccc2)no1` gave ASM inhibitor -3%, PTAP TSG101 blk -5%, Integrin act MD 32% and TCR activator 2%.
C[C@H](O)[C@@H]1C(=O)N2CCc3ccc(-c4ccccc4)cc3[C@@H]2C[C@@H]1N(C)C(=O)NC1CCCCC1 was read as ASM inhibitor 3%, PTAP TSG101 blk -2%, Integrin act MD -2% and TCR activator -12%.
`CCOC(=O)Nc1cc2c(c(N)n1)N=C(c1ccccc1)CN2` gave ASM inhibitor 27%, PTAP TSG101 blk 0%, Integrin act MD -42%[inhibitor] and TCR activator 13%.
Screening COc1ccccc1CNCCS(=O)(=O)NCc1ccccc1 returned ASM inhibitor 4%, PTAP TSG101 blk 0%, Integrin act MD 6% and TCR activator -23%.
O=C(Cc1cccc(NC(=O)C2CCN(C(=O)C3CCCCC3)CC2)c1)Nc1cccc(C(=O)N2CCCCC2)c1 was read as ASM inhibitor -1%, PTAP TSG101 blk 2%, Integrin act MD 7% and TCR activator -4%.
For Cc1ccc(NCCCn2cnc3c(OCc4ccccc4)ncnc32)cc1C the results were ASM inhibitor -9%, PTAP TSG101 blk -4%, Integrin act MD -24% and TCR activator -6%.
`O=C(NC1(C(F)(F)F)C(=O)Nc2c1c(=O)[nH]c(=O)n2-c1ccccc1)c1ccncc1` (centres undefined) gave ASM inhibitor 4%, PTAP TSG101 blk -4%, Integrin act MD 9% and TCR activator -7%.
`COc1ccc(OC)c(S(=O)(=O)N2CCCC(C(=O)NC3CC3)C2)c1` (centres undefined) gave ASM inhibitor 3%, PTAP TSG101 blk 2%, Integrin act MD -4% and TCR activator 1%.
`CCN1C(=O)CCN(C2CCCC2)c2nc(Nc3ccc(C(=O)NC4CCN(C)CC4)cc3OC)ncc21` gave ASM inhibitor -2%, PTAP TSG101 blk -4%, Integrin act MD -45%[inhibitor] and TCR activator 5%.
O=C(Cc1ccc(NC(=O)C2CCCN(C(=O)C3CCC3)C2)cc1)Nc1cccc(C(=O)N2CCCC2)c1 (centres undefined) was read as ASM inhibitor 1%, PTAP TSG101 blk -2%, Integrin act MD -17% and TCR activator 0%.
For Cc1c(NC(=O)Nc2ccc(Cl)c(Cl)c2)sc(=S)n1C the results were ASM inhibitor -8%, PTAP TSG101 blk 2%, Integrin act MD -32% and TCR activator 6%.
Screening Cc1ccc2c(Cl)c(Cc3ccccc3)c(=S)[nH]c2n1 returned ASM inhibitor -19%, PTAP TSG101 blk -1%, Integrin act MD 26% and TCR activator 1%.
Screening Cc1c(NC(=S)NC(=O)c2ccc(Cl)cc2)c(=O)n(-c2ccccc2)n1C returned ASM inhibitor -1%, PTAP TSG101 blk -3%, Integrin act MD -2% and TCR activator -4%.
`O=C(NCCc1nc(-c2ccccc2Cl)no1)c1ccccc1` gave ASM inhibitor -2%, PTAP TSG101 blk 0%, Integrin act MD 33% and TCR activator 3%.
For COc1cc(/C=C2\C(=O)ON=C2c2ccc(Cl)cc2)ccc1O the results were ASM inhibitor -4%, PTAP TSG101 blk 0%, Integrin act MD -47%[inhibitor] and TCR activator 0%.
`Cc1ccc(C(C)(c2ccc(N)cc2)c2ccc(N)cc2)cc1` gave ASM inhibitor -5%, PTAP TSG101 blk 0%, Integrin act MD -18% and TCR activator -3%.
Screening O=c1ccnc(Nc2ccc([N+](=O)[O-])cc2)[nH]1 returned ASM inhibitor -2%, PTAP TSG101 blk 2%, Integrin act MD inconclusive and TCR activator -1%.
Screening NS(=O)(=O)c1ccc(S(=O)(=O)c2ccccc2)nc1 returned ASM inhibitor -2%, PTAP TSG101 blk -1%, Integrin act MD -18% and TCR activator 1%.
For O=C(O)CC1CCC1CC(=O)O (centres undefined) the results were ASM inhibitor -1%, PTAP TSG101 blk 2%, Integrin act MD 15% and TCR activator -8%.
For COc1cc(NC(=O)c2cccs2)c(OC)cc1NC(=O)c1cccs1 the results were ASM inhibitor 22%, PTAP TSG101 blk 0%, Integrin act MD 12% and TCR activator -8%.
Screening CCCCN1C(=O)c2cccc3cc(O)cc(c23)C1=O returned ASM inhibitor 73%[activator], PTAP TSG101 blk -3%, Integrin act MD 5% and TCR activator -11%.
Cc1[nH]c(=O)n(C(C)C)c(=O)c1Br was read as ASM inhibitor 0%, PTAP TSG101 blk -13%, Integrin act MD 6% and TCR activator 10%.

High-throughput results as filed in PubChem BioAssay.

An excerpt. The share of hits here may be higher or lower than overall.
